Bioassay records (PubChem)
Arrestin-AP2 inh: inhibitors of beta-arrestin/AP2 binding, primary screen, biochemical, GPCR trafficking, flow cytometry; FITC-arrestin peptide / GST-AP2 beads; AP2 beta2 appendage carries R879A mutation; beta-arrestin 1 C-terminal peptide binding to AP2 beta2-adaptin appendage (human); 0.31% of 340,000 active; AID 504490, 2011; inhibition, % at 10 µM;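 active = inhibition above a set limit, near 3 SD of compounds lacking own fluorescence, cut at about 54% in these data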;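 also: plate controls were DMSO wells for no effect and 5 µM unlabelled arrestin peptide for full effect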
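Material – GST-tagged AP2 beta2-adaptin appendage (R879A) on 4 µm glutathione beads · Probe or stimulus – fluorescein-tagged arrestin peptide at 50 nM final · Timing – 12 min plus 1 h, RT · Detection – bead flow cytometry, FITC channel · Read-out basis – inhibition as reduced fluorescein signal on beads, percent · Medium – PBS plus Tween 20 (0.05%) and BSA (0.1%)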
cardiac RTF act: cardiac RTF calcium sensitivity activators, primary screen, biochemical, IANBD-TnC fluorescence, EC20 calcium. Troponin I, cardiac muscle (Homo sapiens) + Troponin T, cardiac muscle (Homo sapiens) + …. activation, % at 7.2 µM. IANBD-labeled TnC RTF fluorescence at EC20 calcium; 0% EC20 calcium, 100% full calcium. 0.24% of 340,000 active;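 active = activation above the mean over all tested compounds plus 3 SD, cut at about 30% in these data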;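 also: rise in fluorescence read as greater calcium sensitivity of cardiac thin filaments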
Wnt act: Wnt/beta-catenin pathway activators, primary screen, cell-based, plate reader, single point; Wnt/beta-catenin reporter cell assay, activator; activation, % at 9.35 µM; 1.2% of 300,000 active; in the data active = activation above about 30%, passing the limit was not always enough;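 also: 0% = neutral control wells and 100% = positive control wells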
RTF Ca sens inh: cardiac RTF calcium sensitivity inhibitors, primary screen, biochemical, IANBD-TnC fluorescence, EC70 calcium | Troponin I, cardiac muscle (Homo sapiens) + Troponin T, cardiac muscle (Homo sapiens) + … | IANBD-labeled cardiac RTF, Ca2+ fluorescence | inhibition, % at 7.15 µM | 0.12% of 340,000 active | AID 493244, 2011;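 active = inhibition above the mean inhibition of all tested compounds plus 3 SD, cut at about 17% in these data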;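 also: assay run at fixed EC70 calcium of 1.6 mM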
OPRM1-OPRD1 inv: inverse agonists of MOR-DOR heterodimerization, primary screen, cell-based, luminescence | Mu-type opioid receptor (Homo sapiens) + Delta-type opioid receptor (Homo sapiens), … | cell-based MOR-DOR heterodimer luminescence, inverse agonism | inhibition, % at 9.3 µM | 0.21% of 340,000 active | AID 504357, 2011; in the data active = inhibition above about 22%, passing the limit was not always enough;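 also: 0% = cells with DMSO and 100% = wells without cells with DMSO; values of inactives mirror those of a sister screen read the other way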
Keap1-Nrf2 PPI: Keap1-Nrf2 protein-protein interaction inhibitors, primary screen, biochemical, fluorescence polarization, single point | Kelch-like ECH-associated protein 1 (Homo sapiens), Q14145 | Keap1 Kelch-Nrf2 peptide fluorescence polarization, 1536-well | inhibition, % at 9.4 µM | 0.15% of 340,000 active | AID 504523, 2011; in the data active = inhibition above about 12%;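 also: human Keap1 Kelch domain with fluorescein labeled Nrf2 9mer peptide probe; 0% = neutral control wells and 100% = peptide positive control; higher means more block of Keap1 binding to Nrf2 peptide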
C-LANA FP: inhibitors of KSHV C-LANA binding to DNA, primary screen, biochemical, fluorescence polarization, FAM-LBS DNA, MBP-C-LANA, single point. Kaposi's sarcoma herpesvirus LANA C-terminal domain (residues 932-1162) DNA binding. inhibition, % at 9 µM. 0.078% of 340,000 active. AID 504423, 2011;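 active = highest replicate inhibition at or above 60% at 9 µM, even if other replicates fall short; inactive = all replicates below 60% inhibition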;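 also: 0% = neutral control wells and 100% = 4 µM acridine orange control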
Pemphigus Ab inh: inhibitors of pemphigus antibody binding to DSG3, primary screen, biochemical, bead-based, flow cytometry, scFv-GFP. DSG3-coupled beads, scFv-anti-DSG3-GFP binding; stronger effect = lower value. Desmoglein-3 (Homo sapiens), P32926. 0.48% of 310,000 active. binding (percent of control), % at 10 µM;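 active = binding more than 3 SD below its plate's average and above zero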;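 also: hits lower antibody fragment binding to DSG3; some compounds called inactive have numbers as strong as hits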
Target sequence (P32926 whole entry, looked up, the tested form may be a part): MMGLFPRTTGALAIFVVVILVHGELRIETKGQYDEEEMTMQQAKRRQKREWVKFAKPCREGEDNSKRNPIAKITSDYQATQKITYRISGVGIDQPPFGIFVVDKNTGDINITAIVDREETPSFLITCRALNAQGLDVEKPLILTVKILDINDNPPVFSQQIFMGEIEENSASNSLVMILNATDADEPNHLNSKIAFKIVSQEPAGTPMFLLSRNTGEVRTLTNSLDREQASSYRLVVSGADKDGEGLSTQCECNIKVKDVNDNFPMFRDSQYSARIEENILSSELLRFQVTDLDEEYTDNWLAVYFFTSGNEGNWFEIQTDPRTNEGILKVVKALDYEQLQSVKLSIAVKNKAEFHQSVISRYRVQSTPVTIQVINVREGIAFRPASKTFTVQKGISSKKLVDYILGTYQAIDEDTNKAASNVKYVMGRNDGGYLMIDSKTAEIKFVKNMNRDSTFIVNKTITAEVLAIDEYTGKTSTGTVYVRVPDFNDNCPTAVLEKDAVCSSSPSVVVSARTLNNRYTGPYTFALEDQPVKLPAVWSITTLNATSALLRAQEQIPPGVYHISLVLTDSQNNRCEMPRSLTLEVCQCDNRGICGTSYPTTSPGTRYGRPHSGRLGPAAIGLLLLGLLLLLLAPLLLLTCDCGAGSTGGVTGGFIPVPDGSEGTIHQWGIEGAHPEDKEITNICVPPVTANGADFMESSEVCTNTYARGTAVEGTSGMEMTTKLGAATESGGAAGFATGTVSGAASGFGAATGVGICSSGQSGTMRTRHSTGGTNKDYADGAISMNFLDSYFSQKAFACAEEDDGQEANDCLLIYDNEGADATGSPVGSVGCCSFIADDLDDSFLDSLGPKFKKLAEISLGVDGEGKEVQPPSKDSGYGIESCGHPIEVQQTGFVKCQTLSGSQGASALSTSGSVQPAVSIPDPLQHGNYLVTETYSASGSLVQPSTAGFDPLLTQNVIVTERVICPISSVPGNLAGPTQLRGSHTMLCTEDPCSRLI
OPRM1-OPRD1 ag: agonists of OPRM1-OPRD1 heterodimerization, primary screen, cell-based, luminescence; Mu-type opioid receptor (Homo sapiens) + Delta-type opioid receptor (Homo sapiens), …; activation, % at 9.3 µM; 0.3% of 340,000 active; cells; AID 504326, 2011; in the data active = activation above about 18%;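 also: 0% = vehicle-treated cells and 100% = reference agonist; values of inactives mirror those of a sister screen read the other way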
V-ATPase pHluor: regulators of yeast V-ATPase proton pumping, primary screen, pHLuorin cytosolic pH fluorescence. 0.37% of 350,000 active. S. cerevisiae. response, % at 10 µM; in the data active = response mostly above about 7.3%, no sharp cut-off; inactive = mostly below about 5.4%; also: actives read high; inactives centre near 0; some compounds called inactive have numbers as strong as hits; reference of the scale not given here
Numbers without * were called inactive.

Screening COc1cc2ccccc2cc1C(=O)OCC(=O)NC1CCS(=O)(=O)C1 (centres undefined) returned Arrestin-AP2 inh -33, cardiac RTF act 6, Wnt act -3, RTF Ca sens inh -7, OPRM1-OPRD1 inv 5, Keap1-Nrf2 PPI -4, C-LANA FP -1.1, Pemphigus Ab inh 108, OPRM1-OPRD1 ag -1.0 and V-ATPase pHluor 1.
`CCc1nc(CN2CCN(c3cc(C(F)(F)F)ccn3)CC2)c(C)[nH]1` gave Arrestin-AP2 inh -13, Wnt act -4, Pemphigus Ab inh 106 and V-ATPase pHluor 2.
Screening CCCCCN(C(=O)CCC(=O)OCc1cccc(F)c1)c1c(N)n(CCCC)c(=O)[nH]c1=O returned Arrestin-AP2 inh -6, cardiac RTF act -6, Wnt act -2, RTF Ca sens inh 2, OPRM1-OPRD1 inv 11, Keap1-Nrf2 PPI 1, C-LANA FP -0.7, Pemphigus Ab inh 99, OPRM1-OPRD1 ag -2.3 and V-ATPase pHluor -4.
Screening COc1ccc(S(=O)(=O)N(C)CC(=O)N2CCC(C)CC2)cc1Cl returned Arrestin-AP2 inh -10, cardiac RTF act -10, Wnt act -1, RTF Ca sens inh -3, OPRM1-OPRD1 inv 14, Keap1-Nrf2 PPI -5, C-LANA FP -0.9, Pemphigus Ab inh 106, OPRM1-OPRD1 ag -2.4 and V-ATPase pHluor -1.
Screening CCCC[C@@H]1C=C(C(=O)O)[C@H](c2ccc3c(c2)OCO3)N1S(=O)(=O)c1ccc(C)cc1 returned Arrestin-AP2 inh 0, cardiac RTF act -8, Wnt act -1, RTF Ca sens inh -5, OPRM1-OPRD1 inv 4, Keap1-Nrf2 PPI 1, C-LANA FP -0.1, Pemphigus Ab inh 111, OPRM1-OPRD1 ag -0.9 and V-ATPase pHluor -5.
For COc1ccc(O)c(/C=N/NC(=S)Nc2cccc(S(=O)(=O)N(C)C)c2)c1 the results were Arrestin-AP2 inh -2, cardiac RTF act -6, Wnt act -3, RTF Ca sens inh 6, OPRM1-OPRD1 inv 19, Keap1-Nrf2 PPI 2, C-LANA FP -1.0, Pemphigus Ab inh 98, OPRM1-OPRD1 ag -3.6 and V-ATPase pHluor 2.
CCN1CCN(C(=O)c2ccc(CS(=O)Cc3ccc(C)cc3)o2)CC1 (centres undefined) was read as Arrestin-AP2 inh -11, cardiac RTF act -7, Wnt act 1, RTF Ca sens inh 1, OPRM1-OPRD1 inv 17, Keap1-Nrf2 PPI 0, C-LANA FP 1.2, Pemphigus Ab inh 74*, OPRM1-OPRD1 ag -3.2 and V-ATPase pHluor 1.
COc1ccccc1N(CC(=O)NC1CCCC1)C(=O)CCC(=O)Nc1ccccn1 was read as Arrestin-AP2 inh -5, cardiac RTF act -3, Wnt act 0, RTF Ca sens inh -17, OPRM1-OPRD1 inv 18, Keap1-Nrf2 PPI 6, C-LANA FP 1.2, Pemphigus Ab inh 101, OPRM1-OPRD1 ag -3.4 and V-ATPase pHluor 0.
`c1ccc(CCCN2CCN(c3ccccn3)CC2)cc1` gave Arrestin-AP2 inh -7, cardiac RTF act -4, Wnt act 3, RTF Ca sens inh 8, OPRM1-OPRD1 inv -3, Keap1-Nrf2 PPI -8, C-LANA FP -0.9, Pemphigus Ab inh 100, OPRM1-OPRD1 ag 0.5 and V-ATPase pHluor 1.
Screening CCOC(=O)c1cnc2scnn2c1=O returned Arrestin-AP2 inh 11, cardiac RTF act -3, Wnt act -1, RTF Ca sens inh -4, OPRM1-OPRD1 inv 17, Keap1-Nrf2 PPI 10, C-LANA FP 1.4, Pemphigus Ab inh 98, OPRM1-OPRD1 ag -3.0 and V-ATPase pHluor 1.
Nc1c(C(=O)NCc2cccnc2)sc(=S)n1-c1ccccc1 was read as Arrestin-AP2 inh 10, cardiac RTF act 0, Wnt act -4, RTF Ca sens inh -5, OPRM1-OPRD1 inv 12, Keap1-Nrf2 PPI -3, C-LANA FP -1.2, Pemphigus Ab inh 98, OPRM1-OPRD1 ag -2.3 and V-ATPase pHluor -6.
Screening Cc1c(Cl)cccc1Nc1nc(N)nc(CSc2ncccn2)n1 returned Arrestin-AP2 inh 30, cardiac RTF act 0, Wnt act 3, RTF Ca sens inh -6, OPRM1-OPRD1 inv 0, Keap1-Nrf2 PPI -3, C-LANA FP 1.9, Pemphigus Ab inh 101, OPRM1-OPRD1 ag 0.0 and V-ATPase pHluor 0.
CC(OC(=O)Cc1ccc(F)cc1)C(=O)NCc1ccc2c(c1)OCO2 (centres undefined) was read as Arrestin-AP2 inh -1, cardiac RTF act -1, Wnt act -1, RTF Ca sens inh -4, OPRM1-OPRD1 inv 9, Keap1-Nrf2 PPI -9, C-LANA FP 0.0, Pemphigus Ab inh 100, OPRM1-OPRD1 ag -1.7 and V-ATPase pHluor 2.
Cc1cccc(C)c1OCc1nnc(SCC(=O)Nc2ccc(N3CCOCC3)cc2)o1 was read as Arrestin-AP2 inh 10, cardiac RTF act 0, Wnt act -4, RTF Ca sens inh -4, OPRM1-OPRD1 inv -17, Keap1-Nrf2 PPI -6, C-LANA FP -1.4, Pemphigus Ab inh 121, OPRM1-OPRD1 ag 2.1 and V-ATPase pHluor 0.
O=C(c1ccc(Nc2cccc(C(F)(F)F)c2)nc1)N1CCCC1 was read as Arrestin-AP2 inh -8, cardiac RTF act 18, RTF Ca sens inh -4, OPRM1-OPRD1 inv -14, Keap1-Nrf2 PPI -6, C-LANA FP 1.2, Pemphigus Ab inh 117, OPRM1-OPRD1 ag 2.5 and V-ATPase pHluor 0.
`O=C(c1sccc1-c1ccccc1)N1CCN(S(=O)(=O)c2ccccc2)CC1` gave Arrestin-AP2 inh 30, cardiac RTF act 6, Wnt act 2, RTF Ca sens inh -8, OPRM1-OPRD1 inv 1, Keap1-Nrf2 PPI 0, C-LANA FP 1.1, Pemphigus Ab inh 100, OPRM1-OPRD1 ag -0.2 and V-ATPase pHluor -5.
Screening COCCNC(=O)CCCN1C(=O)c2ccccc2Sc2ncccc21 returned Arrestin-AP2 inh -4, cardiac RTF act 4, Wnt act 1, RTF Ca sens inh 3, OPRM1-OPRD1 inv 22, Keap1-Nrf2 PPI -4, C-LANA FP 0.3, Pemphigus Ab inh 92, OPRM1-OPRD1 ag -4.9 and V-ATPase pHluor -1.
For Cc1ccc(NC(=O)Cc2cn(C)c3ccccc23)cc1F the results were Arrestin-AP2 inh -9, cardiac RTF act -7, Wnt act -2, RTF Ca sens inh -5, OPRM1-OPRD1 inv -3, Keap1-Nrf2 PPI -7, C-LANA FP -0.5, Pemphigus Ab inh 99, OPRM1-OPRD1 ag 0.6 and V-ATPase pHluor 3.
COc1ccc2c(C)cc(SCC(=O)NC3CCCC3)nc2c1 was read as Arrestin-AP2 inh 5, cardiac RTF act -3, Wnt act -1, RTF Ca sens inh -9, OPRM1-OPRD1 inv 13, Keap1-Nrf2 PPI -1, C-LANA FP 2.1, OPRM1-OPRD1 ag -3.1 and V-ATPase pHluor 0.
`CCOc1ccc(Oc2nc(N(CC)CC)nc(N3CCOCC3)n2)nn1` gave Arrestin-AP2 inh -10, cardiac RTF act 6, Wnt act 9, RTF Ca sens inh 1, OPRM1-OPRD1 inv -4, Keap1-Nrf2 PPI -4, C-LANA FP -1.1, Pemphigus Ab inh 116, OPRM1-OPRD1 ag 0.7 and V-ATPase pHluor -1.
CCc1nn(CC(=O)NCCCN2CCOCC2)c(=O)c2cc3cc(F)ccc3n12 was read as Arrestin-AP2 inh 22, cardiac RTF act 6, Wnt act -3, RTF Ca sens inh -12, OPRM1-OPRD1 inv -11, Keap1-Nrf2 PPI -1, C-LANA FP -2.4, OPRM1-OPRD1 ag 2.1 and V-ATPase pHluor 5.
Screening CN(C)c1nc(N)nc(CSc2ccccn2)n1 returned Arrestin-AP2 inh -1, cardiac RTF act -3, RTF Ca sens inh 2, OPRM1-OPRD1 inv 6, Keap1-Nrf2 PPI 0, C-LANA FP -0.1, Pemphigus Ab inh 105, OPRM1-OPRD1 ag -1.1 and V-ATPase pHluor -8.
CSc1ncnc2sc(C)c(C)c12 was read as Arrestin-AP2 inh 6, cardiac RTF act 5, Wnt act -2, RTF Ca sens inh 4, OPRM1-OPRD1 inv 17, Keap1-Nrf2 PPI -2, C-LANA FP -0.4, Pemphigus Ab inh 104, OPRM1-OPRD1 ag -3.2 and V-ATPase pHluor 0.
For CC1CN(C(=O)c2ccc(NS(=O)(=O)c3ccc(C(C)(C)C)cc3)cc2)CC(C)O1 (centres undefined) the results were Arrestin-AP2 inh -6, cardiac RTF act -5, Wnt act 0, RTF Ca sens inh -10, OPRM1-OPRD1 inv 0, Keap1-Nrf2 PPI 4, C-LANA FP -0.2, Pemphigus Ab inh 104, OPRM1-OPRD1 ag 0.1 and V-ATPase pHluor -5.
For CCCCOc1ccc(CNn2c(C)nc3ccccc3c2=O)cc1 the results were Arrestin-AP2 inh 6, cardiac RTF act 2, RTF Ca sens inh -9, OPRM1-OPRD1 inv 1, Keap1-Nrf2 PPI 0, C-LANA FP 2.3, Pemphigus Ab inh 105, OPRM1-OPRD1 ag -0.1 and V-ATPase pHluor -5.
Cc1ccc(S(=O)(=O)Nc2nc3c(s2)C(=O)CC(C)(C)C3)cc1 was read as Arrestin-AP2 inh 12, cardiac RTF act 4, Wnt act 0, RTF Ca sens inh 9, OPRM1-OPRD1 inv 11, Keap1-Nrf2 PPI -3, C-LANA FP 0.5, Pemphigus Ab inh 99, OPRM1-OPRD1 ag -2.3 and V-ATPase pHluor 0.
Screening COc1ccc(CCNC(=O)N[C@@H](Cc2ccccc2)C(=O)O)cc1 returned Arrestin-AP2 inh 3, cardiac RTF act -1, Wnt act 4, RTF Ca sens inh -8, OPRM1-OPRD1 inv 2, Keap1-Nrf2 PPI 1, C-LANA FP 5.2, Pemphigus Ab inh 99, OPRM1-OPRD1 ag -0.4 and V-ATPase pHluor 2.
`O=C(C1CCCN1S(=O)(=O)c1ccc(Br)cc1)N1CCOCC1` (centres undefined) gave Arrestin-AP2 inh -2, cardiac RTF act 2, Wnt act 1, RTF Ca sens inh -8, OPRM1-OPRD1 inv -11, Keap1-Nrf2 PPI -2, C-LANA FP -0.8, Pemphigus Ab inh 95, OPRM1-OPRD1 ag 1.5 and V-ATPase pHluor -3.
